ER stress surv: protection against thapsigargin ER stress killing – CSM14.1 cells, ATP luminescence, primary screen | relative survival (cellular ATP), % at 15 µg/mL (by protocol) | CSM14.1 thapsigargin ER stress survival | actives 0.33% (n = 48,000);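 active = survival measured by cellular ATP above 50% at 15 µg/ml in the first screen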;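 also: cell death triggered by about 15 µM thapsigargin; ATP read 24 h after thapsigargin was added; plate controls were thapsigargin with DMSO for no effect and DMSO without thapsigargin for full effect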
The depositor's hits bear a star. Not all compounds are listed. The share of hits here may be higher or lower than overall.

canonical_smiles	ER stress surv
NS(=O)(=O)c1ccc(NC(=O)c2ccccc2[N+](=O)[O-])cc1	6.3
COC(=O)COc1ccc2c(=O)c(Oc3ccc(C(C)(C)C)cc3)coc2c1	3.6
Nc1ccccc1N=CC1=C(O)CNC1=O	-7.2
CCOc1ccc(C(=O)Nc2ccc(I)cc2Cl)cc1[N+](=O)[O-]	2.0
COc1c(Cl)cc(C(=O)Nc2cccc(C)c2)cc1Cl	8.7
CCc1ccc(C(=O)N2CCN(c3ccc([N+](=O)[O-])cc3)CC2)cc1	3.8
O=c1oc(-c2ccc(Cl)c(Cl)c2)nc2cc(Cl)ccc12	-3.2
Cc1ccc(C(=O)N/C(=C\c2ccc(-c3cc(Cl)ccc3Cl)o2)C(=O)NCc2cccnc2)cc1	0.9
CCCCOc1ccccc1C=C1C(=O)NC(=S)NC1=O	5.5
CCCCOC(=O)c1ccc(N2CCCCC2)cc1	-12.1
Cc1ccc(N(CC(=O)NCCSc2ccc(Cl)cc2)S(=O)(=O)c2ccc(F)cc2)cc1	9.3
COC(=O)C1=C(N)Oc2n[nH]c(C)c2C1c1ccc(Br)cc1 (stereo unspecified)	-0.9
O=C(Cn1nnc2ccccc21)NNC(=S)Nc1ccccc1	12.0
COc1ccc(C2=NN(C(=O)CCC(=O)O)C(c3ccccc3OC)C2)cc1 (stereo unspecified)	0.1
Cc1cc2nc(-c3ccc(NC(=O)c4ccccc4)cc3O)oc2cc1C	3.3
CC(C)CN1C(=O)c2ccc(C(=O)Nc3nccs3)cc2C1=O	6.3
COc1ccccc1N1CCN(C(=S)Nc2ccc(F)cc2)CC1	-0.2
O=C(c1ccc(S(=O)(=O)N2CCCC2)cc1)N1CCN(C/C=C/c2ccccc2)CC1	-4.1
Cc1oc2cc(Br)c(O)cc2c1C(=O)OC(C)C	3.2
COc1ccc(C2(C(N)=O)CCOCC2)cc1OC	10.4
COc1cc2c(c(OC)c1OC)c(=O)oc1cc(O)ccc12	6.1
CN1CCN(c2nc3ccccc3nc2N2CCN(C)CC2)CC1	-3.5
COc1ccc2c(c1OC)C(=O)N(c1nc(-c3ccccc3)cs1)C2=O	9.1
O=C(NCC1CCCO1)c1cc2n(n1)C(C(F)(F)F)CC(c1ccc(Cl)cc1)N2 (stereo unspecified)	-10.6
O=C(Nc1cccc(-c2nc3ccccc3s2)c1)c1cc2ccccc2oc1=O	2.6
COc1ccccc1N1N=C(c2ccc([N+](=O)[O-])cc2)CC1c1ccccc1 (stereo unspecified)	2.3
O=C(Nc1ccc(/C=C/c2ccccc2)cc1)c1ccc(F)cc1	5.4
CC(=O)Nc1ccccc1NC(=O)C(c1ccccc1)c1ccccc1	-1.6
COc1ccccc1C1C(C(=O)OCCOc2ccccc2)=C(C)NC2=C1C(=O)CCC2 (stereo unspecified)	6.8
CC1(C)CC(=O)c2sc(NC(=O)c3ccccc3)nc2C1	-7.0
O=C(Nc1ccc(Br)cc1C(=O)O)c1ccc2c(c1)C(=O)N(C1CCCCC1)C2=O	-3.3
Cc1ccc(C2Nc3ccccc3NC3=C2C(=O)CC(c2ccccc2)C3)s1 (stereo unspecified)	16.1
Cn1c(CC(O)(c2ccccc2)c2ccccc2)nc2ccccc21	12.8
Fc1cccc(Cl)c1Cc1noc(/C=C/c2ccccc2)n1	-0.2
CCCOP(=O)(OCCC)C(Nc1cccc(C(F)(F)F)c1)c1ccc(C)cc1 (stereo unspecified)	10.0
O=c1n(-c2ccccc2)c(=O)n2n1C1c3ccccc3C2c2ccccc21	13.0
O=C1NC(=O)/C(=C\c2ccc(Cl)cc2Cl)S1	1.0
COc1ccc(C(=O)Nc2ccc(OC)cc2[N+](=O)[O-])c(OC)c1	3.6
CCOC(=O)C1CCN(C(=O)c2cccc(F)c2)CC1	0.7
CC1=C(C(=O)Nc2cccc(Cl)c2C)C(c2cccs2)NC(=O)N1 (stereo unspecified)	0.7
COC(=O)c1ccc(/C=C2/N=C(c3ccc(OC)cc3)N(c3ccc(F)cc3)C2=O)cc1	-13.0
CC1=CC(C)(C)N(C)C(=S)N1c1ccccc1	14.1
O=C(N/N=C\c1ccc(F)cc1)C(Nc1cc([N+](=O)[O-])ccc1O)c1ccccc1 (stereo unspecified)	7.1
CCOc1cc(/C=C2\SC(=Nc3ccc(C)c(Cl)c3)NC2=O)ccc1O	4.8
COc1ccccc1CN1CCN(S(=O)(=O)c2ccc(Cl)cc2)CC1	-9.2
CC(NC(=O)c1ccc(I)cc1)c1ccccc1 (stereo unspecified)	11.0
C=CCc1cccc2cc(C(=O)Nc3ccc(OCC)cc3)c(=O)oc12	1.1
COc1ccc2c(c1)OCC/C2=N\OC(=O)c1cc(F)c(F)cc1Cl	4.2
Cc1ccnc(NS(=O)(=O)c2ccc(NC(=O)c3cc(-c4ccc(Br)cc4)nc4ccccc34)cc2)n1	9.2
O=C(COc1nc2ccccc2s1)N1c2ccccc2CCc2ccccc21	2.0
O=C(NCCCO)C(=O)NCc1ccccc1Cl	9.2
Nc1nnc(SCC(=O)Nc2ccc([N+](=O)[O-])cc2)s1	7.4
Cc1cc(/C=N/N2C(=O)c3ccccc3C2=O)c(C)n1-c1ccc(F)cc1	4.7
CCN(Cc1ccccc1)S(=O)(=O)c1c(C)cc(C)cc1C	-4.6
O=S(=O)(Nc1cccc(Br)c1)c1ccc2ccccc2c1	-1.7
COc1ccccc1/C=N/NC(=O)CSc1ccccn1	4.2
N#Cc1ccccc1OCC(=O)N/N=C/c1ccccc1	-0.8
COc1ccc(-c2cc(C(F)(F)F)n3nc(C(=O)N4CCCc5ccccc54)cc3n2)cc1	10.5
COc1ccc(N(CC(=O)Nc2cccc3ccccc23)S(C)(=O)=O)cc1Cl	-3.4
COc1cccc(OC)c1C(=O)Nc1cc(C)ccn1	0.5

The results go on:
canonical_smiles	ER stress surv
O=C(Nc1cccc(Br)c1)C1C2CCC3C(CCC21)C3(Cl)Cl (stereo unspecified)	6.0
COc1ccccc1/C=C1\SC(N2CCCCCC2)=NC1=O	-1.7
COc1ccc2nc(N/C(N)=N/S(=O)(=O)c3ccc(C)cc3)nc(C)c2c1	4.7
O=[N+]([O-])c1ccccc1OCCOCCN1CCOCC1	2.4
CC(=O)ON1C(c2ccccc2)N=C(c2ccccc2)C1(C)C (stereo unspecified)	10.6
Cc1ccc(C(=O)Nc2ccc(C(N)=O)cc2)cc1[N+](=O)[O-]	3.3
O=C(COc1ccc(Cl)cc1)NNC(=O)c1ccc([N+](=O)[O-])cc1[N+](=O)[O-]	2.8
O=C(Cn1nnc(-c2ccccc2)n1)N/N=C/c1c(F)cccc1Cl	11.2
CCN(CC)CCn1c(NC(C)=O)nc2ccccc21	-4.7
CCn1ccnc1C(O)c1ccccc1OC (stereo unspecified)	21.4
CCOc1ccccc1N/C(=N\S(=O)(=O)c1ccc(C)cc1)Nc1nc(C)cc(C)n1	8.0
COc1cc(/C=N/NC(=O)c2cccnc2)ccc1OC(=O)c1cccc(Br)c1	11.2
O=C1NC(=S)N/C1=C/c1ccc(-c2cccc(Br)c2)o1	7.0
CCOC(=O)c1c(NC(=S)NC(=O)c2ccc(F)cc2)sc2c1CCCCC2	10.9
COc1cc(/C=C2/SC(=S)N(CCC(=O)Nc3nnc(C)s3)C2=O)cc(OC)c1OC	4.1
NS(=O)(=O)c1ccc(CCNC(=S)Nc2ccccc2)cc1	0.5
O=C(Nc1ccc2oc(-c3ccc(I)cc3)nc2c1)c1ccc2c(c1)OCCO2	0.7
Cc1ccc(NCCC(=O)c2ccc(Br)cc2)cc1C	2.8
Cc1cccc(NCN2C(=O)CSC2=O)c1	-3.2
CCCS(=O)(=O)c1c(S(=O)(=O)CCC)c2c(C)cccn2c1C(N)=O	2.9
O=c1c2c3c(sc2[nH]c(=S)n1-c1ccccc1)CCC3	-0.7
O=C(NCCSCc1cccc(Cl)c1)c1c(Cl)cccc1Cl	-0.7
CCOC(=O)C1=C(N)Oc2ccc3ccccc3c2C1c1ccc(Cl)cc1 (stereo unspecified)	4.7
CCOC(=O)Nc1cc([N+](=O)[O-])ccc1Cl	1.3
CC(=O)Nc1ccc(-c2nc3ccc(C)cc3s2)cc1	-3.3
CC(C)c1ccc(-n2c(O)c(/C=C3\C=Nc4ccccc43)c(=O)[nH]c2=O)cc1	9.3
O=C(N/N=C/c1ccc(F)cc1)c1cc(C2CC2)[nH]n1	4.4
O=C(Nc1ccc2c(c1)OCO2)c1cnn2c1NC(c1cccs1)CC2C(F)(F)F (stereo unspecified)	-2.7
Cn1ccnc1C(O)c1cc(C(C)(C)C)c(O)c(C(C)(C)C)c1 (stereo unspecified)	-6.4
Cc1c(Cl)cccc1-c1ccc(/C=N/N=C2\NC(=O)CS2)o1	5.7
CCOC(=O)c1c(NC(=O)c2ccc([N+](=O)[O-])cc2Cl)sc2c1CCC2	1.8
Cc1ccc([N+](=O)[O-])cc1/C=C1/C=C(c2ccccc2)OC1=O	1.2
O=C(/C=C/c1cccs1)N1CCN(c2ccccc2)CC1	8.2
CC1=C(C(=O)OC(C)C)C(c2ccsc2)NC(=O)N1C (stereo unspecified)	-7.0
Cc1ccc(-c2ncnn2-c2cccc(Cl)c2C)cc1	7.3
CC(C)(C)c1ccc(C(=O)NNC(=O)c2ccco2)cc1	12.8
CCCOC(=O)c1ccc(NS(=O)(=O)Cc2ccccc2)cc1	14.8
Cc1c(NC2=C(Cl)C(=O)c3c(Cl)c(Cl)c(Cl)c(Cl)c32)c(=O)n(-c2ccccc2)n1C	-1.2
Cc1ccc(OCCOc2ccc(Br)cc2C=C2C(=O)NC(=S)NC2=O)cc1	-0.7
Cc1cc(C)nc(NN2C(=O)/C(=C/c3ccc(O)cc3)SC2=S)n1	-0.9
Cc1ccc2nc(-c3ccc(OC(=O)c4ccccc4F)cc3)sc2c1	-3.5
CCOc1cccc(C(=O)Nc2nc(-c3ccc(CC)cc3)cs2)c1	1.8
COC(=O)Cn1cc(/C=C2\C(=O)NC(=O)N(c3cc(C)cc(C)c3)C2=O)c2ccccc21	-1.0
CCCCc1nnc(NC(=O)CCc2ccccc2)s1	7.2
COc1cc(CN2CCN(S(=O)(=O)c3ccc(Cl)cc3)CC2)cc(OC)c1O	-5.8
Cc1ccc(-n2c(C)nc(N)c2C(=O)c2ccccc2)cc1	-5.2
CC(C)(C)c1ccc(C(=O)Nc2cccc(Br)c2)cc1	10.4
C=CCc1ccccc1OCCOc1c(Cl)cc(/C=N/n2cnnc2)cc1OCC	-5.0
Cc1cccc(C(=O)N2c3ccc([N+](=O)[O-])cc3-c3c(ssc3=S)C2(C)C)c1	4.2
COc1cccc(/C=C2\C(=O)NN(c3ccccc3)C2=O)c1O	0.5
O=C(O)CN(c1ccc(Cl)cc1)S(=O)(=O)c1ccccc1	5.4
O=C(c1ccc([N+](=O)[O-])cc1)N1CCN(Cc2cccc(Cl)c2)CC1	0.5
O=C(c1ccc(Cl)c([N+](=O)[O-])c1)N1CCC(Cc2ccccc2)CC1	9.7
CC(/C=C/c1ccc2c(c1)OCO2)=N/NC(=O)COc1ccc(C)cc1	7.2
O=C1N=c2ccc(Br)cc2=C1c1sc(=S)n(NC(=O)c2ccccc2Cl)c1O	12.1
COc1ccc(OC)c(/C=N\Nc2cc(C)c3ccccc3n2)c1	-5.0
O=C1C2C3C=CC(C3)C2C(=O)N1/N=C/c1ccc(I)o1 (stereo unspecified)	1.8
COc1c(Cl)cc(C(=O)Nc2ccc3oc(-c4ccccc4)nc3c2)cc1Cl	1.9
O=C(Nc1ccccc1Cl)c1cccc(F)c1	7.8
COc1ccc(OC)c(/C=C2/C(=O)NC(=O)N(c3ccc(C(C)C)cc3)C2=O)c1	-0.5

An excerpt from above in order of count of non-hydrogen atoms, lowest first:
canonical_smiles	ER stress surv
O=C1C2C3C=CC(C3)C2C(=O)N1/N=C/c1ccc(I)o1 (stereo unspecified)	1.8
COc1cccc(/C=C2\C(=O)NN(c3ccccc3)C2=O)c1O	0.5
COc1c(Cl)cc(C(=O)Nc2ccc3oc(-c4ccccc4)nc3c2)cc1Cl	1.9

Additional structures follow:
canonical_smiles	ER stress surv
NNC(=O)c1cc(-c2ccc3ccccc3c2)n[nH]1	-3.4
CCOC(=O)c1sc(NC(=O)c2ccccc2[N+](=O)[O-])nc1C	8.1
Cc1ccc(C(=O)N/C(=C/c2cccs2)C(=O)NN)cc1	1.3
O=C(N/N=C/c1c(F)cccc1Cl)c1ccc(Br)cc1	3.8
COc1ccccc1N1CCN(C(=O)c2ccc(N(C)C)cc2)CC1	1.2
COc1cc(C(=O)NCc2ccc(C)cc2)c([N+](=O)[O-])cc1OC	1.8
Cc1ccc(C=Nc2ccc(F)cc2)o1	-1.8
COc1ccc2c(c1OC)C(=O)N(c1ccc(Cl)c(Cl)c1)C2=O	10.0
COc1cccc(Nc2cc(=O)n(-c3ccccc3)c3ccccc23)c1	13.0
CCCCc1c(C)nc(N/N=C(\C)c2cccc([N+](=O)[O-])c2)[nH]c1=O	5.6
O=C(COc1ccc(Br)cc1)Nc1ccc(Cl)cn1	1.4
CCOC(=O)C1=C(C)N=c2s/c(=C\c3ccc(C(=O)O)cc3)c(=O)n2C1c1ccc(OC)cc1 (stereo unspecified)	7.5
Cc1c(-c2ccc(Cl)cc2Cl)nc2ccccc2c1C(=O)O	2.8
CC(C)c1nnc(NC(=O)/C=C/c2ccccc2)s1	1.2
Cc1cc(C)cc(NC(=O)C(=O)NCc2ccccn2)c1	-1.2
COc1ccc(-c2cc(-c3ccccc3)nc(N/N=C/c3cccnc3)n2)cc1	7.8
CC(Oc1cccc(Cl)c1)C(=O)Nc1ccccc1Br (stereo unspecified)	-1.0
O=C(CC1S/C(=N\N=C\c2cccs2)NC1=O)Nc1ccccc1C(F)(F)F (stereo unspecified)	-1.5

From PubChem BioAssay
